Assay outcomes: PubChem BioAssay, NMMLSC
AGP1 TOR yeast = modulators of AGP1-GFP expression in yeast TOR pathway, primary screen, cell-based, multiplex flow cytometry, S. cerevisiae, MLPCN library | 3 h; GFP as percent of DMSO wells | GFP response vs DMSO, % at 10 µM | 320,000 tested, 0.02% active | AID 2066, 2009;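 active = GFP response relative to DMSO above a set limit, near screen average plus 3 SD, cut at about 150% in these data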;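 also: median GFP channel fluorescence of the gated AGP1 strain per well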
CR mimetic SO = reduction of superoxide in aged yeast, primary screen, HTS. S. cerevisiae aged cells, superoxide DHE fluorescence; active compounds read low. superoxide response (% of plate mean), % at 10 µM. 330,000 tested, 0.18% active. AID 2690, 2010;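 active = superoxide response under a set limit, about three screen SD below normal, cut at about 65% in these data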;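 also: yeast aged for seven days with compound at 30 °C before DHE staining; 100% = average MFI of all compound-treated wells on the plate with controls excluded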
LAP4-GFP MLPCN = modulators of LAP4-GFP expression in yeast, primary screen, S. cerevisiae, multiplex flow cytometry, MLPCN library | 3 h; median GFP as percent of DMSO wells | 320,000 tested, 0.34% active | GFP response vs DMSO, % at 10 µM;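 active = GFP response vs DMSO above a set limit, about the screen mean plus 3 SD, cut at about 150% in these data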
VLA-4 inh = inhibition in human VLA-4 binding assay, primary screen, VLA-4 allosteric modulator project, MLPCN library, flow cytometry, VLA-4 expressing cells. Integrin alpha-4 (Homo sapiens), P13612. ligand binding flow cytometry. inhibition, % (about 7 µM as worked out from the volumes in the protocol). 330,000 tested, 0.2% active. AID 2557, 2010; in the data active = inhibition above about 50%
Target sequence (P13612 whole entry, looked up): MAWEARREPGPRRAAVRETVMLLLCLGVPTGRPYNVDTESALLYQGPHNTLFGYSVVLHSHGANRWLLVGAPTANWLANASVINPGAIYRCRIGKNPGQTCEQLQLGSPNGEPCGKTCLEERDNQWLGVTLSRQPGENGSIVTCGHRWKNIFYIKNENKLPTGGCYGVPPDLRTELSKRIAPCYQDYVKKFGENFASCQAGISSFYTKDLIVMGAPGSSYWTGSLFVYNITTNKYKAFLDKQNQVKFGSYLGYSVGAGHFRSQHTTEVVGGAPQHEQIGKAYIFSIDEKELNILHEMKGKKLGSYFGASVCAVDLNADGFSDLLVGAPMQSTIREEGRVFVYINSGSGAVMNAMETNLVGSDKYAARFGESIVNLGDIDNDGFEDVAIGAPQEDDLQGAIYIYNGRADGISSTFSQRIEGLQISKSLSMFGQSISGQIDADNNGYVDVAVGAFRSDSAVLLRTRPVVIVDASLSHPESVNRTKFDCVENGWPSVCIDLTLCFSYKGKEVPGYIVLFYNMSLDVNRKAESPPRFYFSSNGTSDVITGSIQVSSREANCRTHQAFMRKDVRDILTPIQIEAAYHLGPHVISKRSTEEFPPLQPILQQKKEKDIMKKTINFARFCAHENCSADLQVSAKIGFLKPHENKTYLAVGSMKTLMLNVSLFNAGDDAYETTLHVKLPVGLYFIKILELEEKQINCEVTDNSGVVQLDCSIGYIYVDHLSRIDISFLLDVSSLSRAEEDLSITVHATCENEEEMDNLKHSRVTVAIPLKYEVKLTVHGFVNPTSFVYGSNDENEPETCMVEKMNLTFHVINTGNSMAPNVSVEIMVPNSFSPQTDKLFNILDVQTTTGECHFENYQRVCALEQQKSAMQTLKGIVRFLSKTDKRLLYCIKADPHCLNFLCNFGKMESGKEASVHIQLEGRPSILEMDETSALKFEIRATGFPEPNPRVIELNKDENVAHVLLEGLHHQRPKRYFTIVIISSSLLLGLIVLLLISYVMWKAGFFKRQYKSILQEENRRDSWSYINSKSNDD
CIT2 TOR yeast = modulators of CIT2-GFP expression in yeast, primary screen, S. cerevisiae, GFP fusion, multiplex flow cytometry, MLPCN library; AID 2029, 2009; GFP response vs DMSO, % at 10 µM; S. cerevisiae CIT2-GFP strain, 3 h; 100 means same as DMSO wells; 320,000 tested, 0.065% active;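 active = GFP response relative to DMSO above a set limit, near the screen mean plus 3 SD, cut at about 150% in these data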;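 also: ratio of well median GFP fluorescence to mean of DMSO wells on the plate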
GRK2 aptamer HTS = compounds blocking aptamer binding on GRK2 – biochemical, human GRK2, bead flow cytometry, HTS, primary screen; FAM-aptamer displacement from GRK2; inhibition of aptamer binding, % at 10 µM; 330,000 tested, 0.59% active;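 active = inhibition of aptamer binding above 40%, roughly 3 SD of noise, on plates passing a quality check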;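 also: median bead fluorescence of bound FAM aptamer so fluorescent compounds give negative values; no value below 0 was filed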
MEP2-GFP yeast = modulators of MEP2-GFP levels in yeast, primary screen, S. cerevisiae, multiplex flow cytometry, MLPCN library. S. cerevisiae MEP2-GFP strain, 3 h; 100% = DMSO control level. 330,000 tested, 0.51% active. GFP response vs DMSO, % at 10 µM;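 active = GFP response versus DMSO above a set limit, roughly screen mean plus 3 SD, cut at about 180% in these data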;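 also: median GFP fluorescence of the barcode-gated MEP2-GFP cells per well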
RPL19A-GFP yeast = RPL19A-GFP expression modulators in yeast, primary screen, cell-based, S. cerevisiae, multiplex flow cytometry, MLPCN; S. cerevisiae RPL19A-GFP strain, 3 h; active compounds read low; 330,000 tested, 0.3% active; percent response vs DMSO, % at 10 µM;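 active = percent response vs DMSO below 50%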;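 also: median channel GFP fluorescence of the barcoded RPL19A-GFP strain; ratio of sample median GFP to plate DMSO average so 100% = DMSO; lower means less RPL19A-GFP as with rapamycin TOR inhibition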
An asterisk follows results filed as active; . = no result given.

Sample of the layout, 13 compounds:
Structure | AGP1 TOR yeast | CR mimetic SO | LAP4-GFP MLPCN | VLA-4 inh | CIT2 TOR yeast | GRK2 aptamer HTS | MEP2-GFP yeast | RPL19A-GFP yeast
COc1ccccc1NC(=O)COC(=O)C1CCCC1 | 86 | 86 | 96 | 2 | 88 | 3 | 94 | 94
Cc1cc(C(=O)Nc2ccc3[nH]ccc3c2)no1 | 101 | 102 | 117 | 1 | 96 | 1 | 106 | 99
CCOC(=O)N/N=C(\C)c1ccc(Br)cc1 | 105 | 117 | 100 | 0 | 99 | 0 | 105 | 107
CCOC(=O)c1c(-c2ccccc2)c2cc(OC)ccc2n1CCCN(C)C | 105 | 116 | 99 | 7 | 106 | 0 | 117 | 108
CCCCOC(=O)C1=C(C)Nc2nnnn2C1c1ccc(OC)c(OC)c1OC (stereo not drawn) | 103 | 82 | 110 | 3 | 89 | 0 | 105 | 99
COc1cc2nc(N3CCN(c4cc(C)ccc4C)CC3)nc(N)c2cc1OC | 94 | 106 | 90 | 17 | 101 | 0 | 110 | 106
COc1ccc(OC)c(S(=O)(=O)Nc2ccccc2C)c1 | 107 | 101 | 94 | 6 | 103 | 3 | 106 | 104
CCOc1ccccc1N(C)C(=O)Cn1ncc2c([nH]c3ccc(C)cc32)c1=O | 107 | 78 | 104 | 18 | 115 | 0 | 113 | 107
CCN1C(=O)[C@@H]2[C@H](C1=O)[C@@H]1C(=O)Nc3ccccc3C(=O)N1[C@@H]2c1cccc(OC)c1 | 89 | 100 | 105 | 1 | 79 | 0 | 99 | 99
Cc1ccc(-c2cc[n+](Cc3ccccc3)cc2)cc1 | 97 | 95 | 103 | 27 | 94 | 3 | 104 | 96
CCOC(=O)c1cc(C(C)=O)n2ccccc12 | 93 | 104 | 108 | 21 | 98 | 1 | 98 | 97
CCCCCn1c2c(c(=N)c3ccccc31)CCC2 | 99 | 99 | 98 | 6 | 97 | 0 | 96 | 98
O=C(NCc1cccnc1)c1cc(Cl)ccc1[N+](=O)[O-] | 105 | 118 | 100 | 24 | 104 | 0 | 98 | 105

The list itself, repeating the preview:
Structure | AGP1 TOR yeast | CR mimetic SO | LAP4-GFP MLPCN | VLA-4 inh | CIT2 TOR yeast | GRK2 aptamer HTS | MEP2-GFP yeast | RPL19A-GFP yeast
COc1ccccc1NC(=O)COC(=O)C1CCCC1 | 86 | 86 | 96 | 2 | 88 | 3 | 94 | 94
Cc1cc(C(=O)Nc2ccc3[nH]ccc3c2)no1 | 101 | 102 | 117 | 1 | 96 | 1 | 106 | 99
CCOC(=O)N/N=C(\C)c1ccc(Br)cc1 | 105 | 117 | 100 | 0 | 99 | 0 | 105 | 107
CCOC(=O)c1c(-c2ccccc2)c2cc(OC)ccc2n1CCCN(C)C | 105 | 116 | 99 | 7 | 106 | 0 | 117 | 108
CCCCOC(=O)C1=C(C)Nc2nnnn2C1c1ccc(OC)c(OC)c1OC (stereo not drawn) | 103 | 82 | 110 | 3 | 89 | 0 | 105 | 99
COc1cc2nc(N3CCN(c4cc(C)ccc4C)CC3)nc(N)c2cc1OC | 94 | 106 | 90 | 17 | 101 | 0 | 110 | 106
COc1ccc(OC)c(S(=O)(=O)Nc2ccccc2C)c1 | 107 | 101 | 94 | 6 | 103 | 3 | 106 | 104
CCOc1ccccc1N(C)C(=O)Cn1ncc2c([nH]c3ccc(C)cc32)c1=O | 107 | 78 | 104 | 18 | 115 | 0 | 113 | 107
CCN1C(=O)[C@@H]2[C@H](C1=O)[C@@H]1C(=O)Nc3ccccc3C(=O)N1[C@@H]2c1cccc(OC)c1 | 89 | 100 | 105 | 1 | 79 | 0 | 99 | 99
Cc1ccc(-c2cc[n+](Cc3ccccc3)cc2)cc1 | 97 | 95 | 103 | 27 | 94 | 3 | 104 | 96
CCOC(=O)c1cc(C(C)=O)n2ccccc12 | 93 | 104 | 108 | 21 | 98 | 1 | 98 | 97
CCCCCn1c2c(c(=N)c3ccccc31)CCC2 | 99 | 99 | 98 | 6 | 97 | 0 | 96 | 98
O=C(NCc1cccnc1)c1cc(Cl)ccc1[N+](=O)[O-] | 105 | 118 | 100 | 24 | 104 | 0 | 98 | 105
CCCCN(C(=O)CNC(=O)c1ccco1)C(C(=O)NC1CCCCC1)c1ccc(OC)cc1OC (stereo not drawn) | 98 | 97 | 92 | -1 | 84 | 3 | 97 | 96
Cc1ccc(S(=O)(=O)CCC(=O)OCC(=O)NCC(=O)Nc2c(C)cc(C)cc2C)cc1 | 100 | 90 | 104 | 10 | 95 | 0 | 93 | 96
CC(=O)c1cccc(NC(=O)C(=O)c2cn(CC(=O)N3CCCCC3)c3ccccc23)c1 | 99 | 93 | 103 | 2 | 98 | 5 | 100 | 96
COc1ccc(C2=NOC(C(=O)Nc3ccc4c(c3)OCO4)C2)cc1OC (stereo not drawn) | 89 | 93 | 105 | 9 | 81 | 0 | 106 | 103
CCN(Cc1nc2ccccc2c(=O)[nH]1)C(=O)c1ccc(C)c(NC(=O)c2ccco2)c1 | 94 | 91 | 105 | 1 | 87 | 1 | 95 | 93
CCNc1nc(NC(C)C)nc(Nn2cnnc2)n1 | 100 | 95 | 96 | 2 | 101 | 3 | 102 | 94
CC1N=C2c3ccccc3N=C(SCc3cc(=O)n4cc(Cl)ccc4n3)N2C1=O (stereo not drawn) | 97 | 94 | 101 | 9 | 103 | 1 | 105 | 97
COc1cc(NC(=O)COC(=O)CNS(=O)(=O)c2ccc(F)c(F)c2F)cc(OC)c1 | 97 | 84 | 89 | 14 | 100 | 0 | 100 | 104
O=C(Cn1c(=O)sc2ccccc21)OC(CCl)CCl | 91 | 107 | 86 | 14 | . | 4 | 92 | 95
O=C1CC2(CCN(C(=O)c3ccc(F)cc3)CC2)Oc2ccccc21 | 97 | 103 | 94 | 12 | 93 | 1 | 97 | 92
CCOC(=O)C(NC(=O)c1ccccc1)(N1CCCC1=O)C(F)(F)F (stereo not drawn) | 111 | 96 | 105 | -2 | 105 | 1 | 108 | 107
CCCNC(=O)Cn1cnc2sc(C(=O)N3CCN(Cc4ccc5c(c4)OCO5)CC3)c(C)c2c1=O | 96 | 105 | 91 | -13 | 101 | 0 | 101 | 102
CCCN(C(=O)c1cccc(-n2cccc2)c1)c1c(N)n(Cc2ccccc2)c(=O)[nH]c1=O | 106 | 97 | 104 | 44 | 105 | 36 | 109 | 90
COCCNCCCCOc1ccccc1-c1ccccc1 | 95 | 120 | 88 | 4 | 107 | 0 | 92 | 103
O=C(CSc1cccc(C(F)(F)F)c1)Nc1ccc(Cl)cc1Cl | 96 | 105 | 80 | 0 | 117 | 1 | 105 | 106
CCS(=O)(=O)N1CCCC(C(=O)NCCc2ccc(C)cc2)C1 (stereo not drawn) | 98 | 99 | 87 | 5 | 120 | 0 | 91 | 110
CCn1cc(C(=O)N(C)c2cc(C)ccc2OC)c2cc(OC)c(OC)cc2c1=O | 90 | 102 | 104 | -2 | 94 | 1 | 99 | 95
COc1ccc(OS(=O)(=O)Cc2ccccc2)cc1 | 100 | 99 | 102 | -5 | 90 | 0 | 91 | 101
Cc1ccc(S(=O)(=O)Nc2nc(-c3ccc(F)cc3)cs2)cc1 | 101 | 108 | 104 | -221 | 92 | 0 | 94 | 93
CN1CCC(=O)N([C@H](CN=[N+]=[N-])c2ccccc2)CC1 | 78 | 104 | 140 | -4 | 67 | 0 | 95 | 102
Cc1[nH]c2ccccc2c(=O)c1C(=O)/C=C/c1ccccc1 | 97 | 105 | 104 | 3 | 93 | 2 | 97 | 94
COc1cc(Cl)c(NS(=O)(=O)c2c(C(=O)N3CCCC3)c(C)n(C)c2C)c(OC)c1 | 102 | 91 | 98 | 3 | 95 | 5 | 110 | 101
Cc1ccc(NC(=S)NC2CCN(Cc3ccccc3)CC2)c(C)c1 | 86 | 94 | 82 | 2 | 84 | 0 | 97 | 98
O=C(COC(=O)c1ccccc1Br)NCCN1C(=O)CSC1=O | 97 | 108 | 106 | 6 | 96 | 12 | 104 | 96
CC(C)(C)C(=O)N1CCN(c2ccc([N+](=O)[O-])c(NCC3CCCO3)c2)CC1 (stereo not drawn) | 97 | 106 | 93 | 14 | 94 | 4 | 94 | 94
O=C(NCc1ccccc1)c1c[nH]c2ccc(F)cc2c1=O | 108 | 103 | 97 | -4 | 111 | 3 | 110 | 105
COc1ccccc1N1CC(C)C(=O)NC1=S (stereo not drawn) | 105 | 82 | 95 | -13 | 94 | 9 | 108 | 106
CNC(=S)Nc1ccc(C23CC4CC(CC(C4)C2)C3)cc1 | 88 | 98 | 113 | 6 | 94 | 3 | 99 | 104
Cc1nnc(SCC(=O)N(C)c2c(N)n(Cc3ccccc3)c(=O)[nH]c2=O)n1Cc1ccccc1 | 91 | 116 | 92 | 2 | 104 | 2 | 113 | 100
CCS(=O)(=O)c1ccc(-c2cccc(NC(=O)COc3ccccc3)c2)nn1 | 111 | 102 | 109 | 17 | 101 | 0 | 98 | 101
O=C(NCC[C@@H]1C[C@@H]2C=C[C@H]1C2)c1cc(COc2ccc(F)cc2F)on1 | 101 | 115 | 102 | 15 | 102 | 0 | 101 | 101
CC(C)NC(=O)c1cc(-c2ccco2)on1 | 105 | 96 | 100 | 4 | 103 | 0 | 104 | 99

Single entries from above:
Cc1ccc(-c2cc[n+](Cc3ccccc3)cc2)cc1 – LAP4-GFP MLPCN: 103
CCNc1nc(NC(C)C)nc(Nn2cnnc2)n1 – CIT2 TOR yeast: 101

The results go on.
Structure | AGP1 TOR yeast | CR mimetic SO | LAP4-GFP MLPCN | VLA-4 inh | CIT2 TOR yeast | GRK2 aptamer HTS | MEP2-GFP yeast | RPL19A-GFP yeast
O=C(NCc1ccccc1)C1=C[C@@H](c2ccccc2)C[C@@H](OCCCCO)O1 | 95 | 94 | 108 | 23 | 108 | 2 | 90 | 108
Cc1cccc(C)c1OCCNC(=O)C(=O)NCc1ccco1 | 103 | 88 | 97 | 12 | 97 | 0 | 112 | 106
Clc1ccc(N=C2SCCS2)cc1 | 104 | 74 | 104 | 2 | 95 | 1 | 105 | 99
Cc1cc(NC(=O)COC(=O)C2CCC2)no1 | 102 | 99 | 106 | 7 | 102 | 0 | 104 | 107
COc1ccc(-c2cc3ccccc3n2CC(O)CN2CCN(CCO)CC2)cc1 (stereo not drawn) | 101 | 98 | 99 | 13 | 99 | 0 | 107 | 101
COc1cccc(C2N(c3ccc(Cl)c(Cl)c3)C(=O)C3CCCN32)c1OC (stereo not drawn) | 105 | 83 | 103 | -20 | 97 | 3 | 99 | 103
CCNC(=O)Cn1c(=O)c2c(ncn2Cc2ccccc2)n(Cc2ccccc2)c1=O | . | 96 | 104 | 5 | 104 | 0 | 102 | 100
CC1CN(C(=O)CCN2C(=O)c3ccccc3C2=O)CC(C)O1 (stereo not drawn) | 96 | 105 | 91 | 11 | 96 | 0 | 87 | 95
COc1ccc(-n2c3c(c(=O)[nH]c2=O)C(C(F)(F)F)(C(F)(F)F)N=C(CC(C)C)N3)cc1 | 99 | 75 | 110 | 0 | 103 | 0 | 106 | 97
